M1 agonist – activates the M1 muscarinic receptor. CHO-M1 cells, Fluo-4 calcium fluorescence, agonist mode; hits give high values. B-score at 10 µM. actives 3% (n = 64,000);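 active = fluorescence rise, raw or as B-score row- and column-corrected plate score, outside the 99.7% band of its plate's samples, either direction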
Autofluor 339 – intrinsic fluorescence of library compounds, ex339/em460 – biochemical, MLSMR library, data from DPM-DC assay, artefact control, profiling panel; compound autofluorescence, ex339/em460 nm, NADH buffer; hits give high values; 1 = no-compound wells, NADH background; AID 709; actives 5.5% (n = 65,000); fluorescence fold increase at 10 µM;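 active = at 10 µM, mean starting fluorescence two-fold or more over control wells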;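 note: signal is the first read of a kinetic run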
NADH coupling – blocks coupling enzymes of NAD/NADH assays; coupled PK/LDH NADH assays, four targets; IC50, µM (series often up to 10 µM), inactives show at the highest dose inhibition; actives 0.02% (n = 65,000); AID 774;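 active = single-dose screening hits from any of four coupled enzyme assays that gave an IC50 when retested across doses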;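 note: the DPM-DC format reads NADH fluorescence rather than 340 nm absorbance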
Her2 expr inh – inhibitors of human Her2 kinase expression; P04626; SKBR-3 HER2 protein level, AlphaScreen, 18-24 h; hits give low values; HER2 level % of control, % at 10 µM; actives 0.69% (n = 65,000); AID 645;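 active = HER2 level under 5% of the carrier-only control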;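 note: 100% = DMSO carrier and 0% = 500 nM PU-H71 HSP90 inhibitor; lower value means stronger loss of Her2 protein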
Target sequence (P04626 whole entry, looked up): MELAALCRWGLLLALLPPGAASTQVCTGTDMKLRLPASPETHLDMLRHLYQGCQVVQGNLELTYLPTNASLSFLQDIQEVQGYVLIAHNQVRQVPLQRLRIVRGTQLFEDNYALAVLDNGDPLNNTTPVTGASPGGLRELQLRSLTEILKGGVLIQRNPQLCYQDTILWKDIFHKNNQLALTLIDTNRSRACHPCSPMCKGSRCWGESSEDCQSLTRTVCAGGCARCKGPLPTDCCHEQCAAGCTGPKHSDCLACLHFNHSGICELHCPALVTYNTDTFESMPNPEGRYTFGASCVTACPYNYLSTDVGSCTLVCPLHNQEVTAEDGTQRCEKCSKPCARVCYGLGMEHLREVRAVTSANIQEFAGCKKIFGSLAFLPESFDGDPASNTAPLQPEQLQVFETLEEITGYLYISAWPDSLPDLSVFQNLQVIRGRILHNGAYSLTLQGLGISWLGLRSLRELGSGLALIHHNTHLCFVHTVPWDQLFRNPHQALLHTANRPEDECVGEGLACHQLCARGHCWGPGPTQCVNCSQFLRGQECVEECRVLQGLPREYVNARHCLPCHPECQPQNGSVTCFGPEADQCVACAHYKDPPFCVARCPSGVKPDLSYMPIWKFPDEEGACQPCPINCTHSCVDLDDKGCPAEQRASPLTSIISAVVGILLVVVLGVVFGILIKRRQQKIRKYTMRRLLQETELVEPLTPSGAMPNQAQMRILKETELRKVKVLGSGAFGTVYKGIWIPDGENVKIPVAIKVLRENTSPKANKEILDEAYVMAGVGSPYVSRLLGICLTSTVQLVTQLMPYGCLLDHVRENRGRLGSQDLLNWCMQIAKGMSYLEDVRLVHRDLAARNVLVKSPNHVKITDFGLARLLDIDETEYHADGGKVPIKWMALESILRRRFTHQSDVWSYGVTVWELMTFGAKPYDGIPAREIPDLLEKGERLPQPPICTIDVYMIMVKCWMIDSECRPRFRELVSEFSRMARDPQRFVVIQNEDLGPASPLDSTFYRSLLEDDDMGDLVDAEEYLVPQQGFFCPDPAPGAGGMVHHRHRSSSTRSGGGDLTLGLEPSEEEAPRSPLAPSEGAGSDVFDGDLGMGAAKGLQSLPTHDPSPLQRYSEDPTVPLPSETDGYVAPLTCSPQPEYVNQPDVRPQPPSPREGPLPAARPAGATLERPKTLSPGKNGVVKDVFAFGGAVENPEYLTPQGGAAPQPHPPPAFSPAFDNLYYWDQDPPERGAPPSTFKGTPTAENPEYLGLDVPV
D1 allo mod – allosteric modulators of human D1 dopamine receptor. P21728. actives 5.9% (n = 58,000). B-score at 10 µM. AID 641. HEK293 D1, CRE-luciferase, dopamine EC30 potentiation; actives deviate in either direction;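 active = luminescence count or its row- and column-corrected plate score outside the 99.7% band of the plate's sample wells, on either side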
M1 antagonist – antagonists of rat M1 muscarinic receptor. CHO-M1 cells, Fluo-4 calcium, ACh EC80 antagonist mode; hits give low values. AID 628. actives 3.4% (n = 64,000). B-score at 10 µM;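 active = calcium fluorescence response, raw or row-and-column corrected B-score, differing from the plate sample mean either way at a set confidence level, mostly lower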
5HT1a ag – 5-HT1a (human) receptor agonism; P08908; CHO 5-HT1a Ga15 NFAT-bla reporter, FRET ratio; 0% basal, 100% maximal reference agonist; activation, % at 10 µM; actives 0.56% (n = 65,000); AID 567;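 active = activation above the screen-wide mean activation plus 3 SD, cut at about 19% in these data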;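 note: 0% = DMSO wells and 100% = 5-CT at EC100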
E coli RNAP – blocks E. coli RNA polymerase transcription; P0A8V2; fluorescence transcription assay; inhibition, %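 (tested at 10 µM)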; actives 0.2% (n = 62,000); AID 559; in the data active = inhibition above about 20%;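 note: 0% = enzyme without compound and 100% = no enzyme blank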
Hsp90 block – displaces geldanamycin probe from tumor Hsp90. P07900. NCI-N417 lysate Hsp90, Cy3B-geldanamycin FP displacement. inhibition, % at 30 µM. actives 0.35% (n = 64,000);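 active = inhibition above 50%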;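 note: 0% = tracer plus lysate wells and 100% = tracer alone without lysate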
* = called active by the depositor; · = no result given; [ ] = dose if it differs, or a comment.

SMILES	M1 agonist	Autofluor 339	NADH coupling	Her2 expr inh	D1 allo mod	M1 antagonist	5HT1a ag	E coli RNAP	Hsp90 block
Cn1ncc2c(Nc3ccc4ccccc4c3)ncnc21	0.4	1.4	8%	99	0.72	-0.25	3.6	21*	-2
COc1ccc(C)cc1S(=O)(=O)NC1CCCC1	0.14	1.1	8%	115	0.13	0.058	-1.7	4	-4
CN(C)CCCN1C(=O)C(=O)/C(=C(/O)c2ccc3c(c2)OCCO3)C1c1ccco1 (centres undefined)	-0.82	1.1	11%	120	-0.14	0.86	-0.4	13	-7
N=c1c(S(=O)(=O)c2ccccc2)cc2c(=O)n3ccccc3nc2n1CC1CCCO1 (centres undefined)	-0.15	3.1*	10%	140	7.6*	-0.76	7.6	-21	0
CCCC(=O)NCCc1nc2ccccc2n1CCC	-0.033	1.1	4%	88	-0.31	0.079	-1.1	-2	-2
O=C(NC1CCCCC1)c1cnn2c(C(F)(F)F)cc(-c3ccco3)nc12	1.1	2.5*	12%	62	5.3*	-1.4	2.1	-6	-3
COC(=O)Cn1c(CN2CCC(Cc3ccccc3)CC2)nc2c1c(=O)n(C)c(=O)n2C	1.7	1.1	7%	112	-1.9	1.2	-2.5	·	2
COc1ccc(Oc2cn[nH]c2-c2ccc(O)cc2O)cc1	-0.7	1.1	8%	101	·	0.53	1.2	9	13
O=C(O)CSc1nnc(-c2cccs2)n1-c1ccc(Cl)cc1	0.68	1.1	8%	118	-0.033	-0.21	1.7	10	0
COc1cc(NS(=O)(=O)c2ccc(NC(=O)C34CC5CC(CC(C5)C3)C4)cc2)ncn1	0.26	1.1	3%	74	·	0.5	-1.2	4	-3

Gathered by group: the entries above containing four or more nitrogen atoms (five)
SMILES	M1 agonist	Autofluor 339	NADH coupling	Her2 expr inh	D1 allo mod	M1 antagonist	5HT1a ag	E coli RNAP	Hsp90 block
Cn1ncc2c(Nc3ccc4ccccc4c3)ncnc21	0.4	1.4	8%	99	0.72	-0.25	3.6	21*	-2
N=c1c(S(=O)(=O)c2ccccc2)cc2c(=O)n3ccccc3nc2n1CC1CCCO1 (centres undefined)	-0.15	3.1*	10%	140	7.6*	-0.76	7.6	-21	0
O=C(NC1CCCCC1)c1cnn2c(C(F)(F)F)cc(-c3ccco3)nc12	1.1	2.5*	12%	62	5.3*	-1.4	2.1	-6	-3
COC(=O)Cn1c(CN2CCC(Cc3ccccc3)CC2)nc2c1c(=O)n(C)c(=O)n2C	1.7	1.1	7%	112	-1.9	1.2	-2.5	·	2
COc1cc(NS(=O)(=O)c2ccc(NC(=O)C34CC5CC(CC(C5)C3)C4)cc2)ncn1	0.26	1.1	3%	74	·	0.5	-1.2	4	-3

Next section
SMILES	M1 agonist	Autofluor 339	NADH coupling	Her2 expr inh	D1 allo mod	M1 antagonist	5HT1a ag	E coli RNAP	Hsp90 block
CCCCC(=O)Nc1ccc(N2CCN(C(=O)CC)CC2)cc1	0.99	1.1	3%	73	-0.14	-0.0021	-1.2	-1	-8
CCOC(=O)C1=C(C)NC(=O)NC1c1cc(C)sc1C (centres undefined)	-1.1	1.1	6%	87	-1.1	0.5	0.6	-3	2
COc1ccc(O)c(C(=O)CC(=O)c2ccccc2)c1	-0.015	1.6	5%	51	-3.9	0.0099	-2.1	6	0
CC(=O)c1c(NCc2ccccc2)nc(=O)n(-c2ccccc2)c1C	0.44	1.1	5%	82	1.1	0.38	-1.0	10	-3
CCOc1ccc(N2C(=O)CC(N3CCN(C(=O)c4ccco4)CC3)C2=O)cc1 (centres undefined)	-0.0027	1.1	6%	91	-0.014	-0.074	-2.7	5	0
COc1cccc(C2/C(=C(\O)c3ccc4c(c3)OCCO4)C(=O)C(=O)N2CCN(C)C)c1 (centres undefined)	-0.3	1.1	5%	94	0.0045	-0.3	0.8	-1	-3
C=CCNC(=O)c1cc(=O)c2ccccc2o1	-0.6	1.1	5%	87	0.28	0.69	-3.1	8	-4
O=C(O)CC(c1ccccc1)c1ccccc1	-0.2	1.1	8%	73	-0.17	-0.22	-3.8	9	1
O=C1COc2ccc(C(=O)NCc3ccco3)cc2N1	-0.025	1	3%	83	-0.21	-0.061	6.7	5	-6
CNS(=O)(=O)c1cccc(C(=O)OC2CCCCC2=O)c1 (centres undefined)	-0.32	1.1	11%	96	-0.59	0.48	-0.4	9	-2
CC(C)c1nc(SCc2ccccn2)c2c(=O)n(C)c(=O)n(C)c2n1	0.4	1.1	2%	68	·	0.58	1.9	12	-1
O=C(Nc1ccccc1Oc1ccccc1)C1CC1	0.25	1.1	5%	87	0.61	0.49	-1.2	6	-2
COc1ccccc1NC(=O)c1c(NC(=O)c2ccco2)sc2c1CCC2	-0.32	2.3*	3%[fluoresces]	120	·	-0.31	1.3	-10	-8
CCc1nc(N)c(C#N)c(-c2ccccc2OC)c1C	0.052	2.3*	10%	87	-1.4	0.55	1.3	10	0
CCn1c2ccccc2c2cc(NC(=O)C3CCN(S(=O)(=O)c4cccs4)CC3)ccc21	-0.19	1	5%	55	-0.002	0.2	-0.8	7	·
COc1ccc2[nH]c(=O)c(CN(Cc3nnnn3Cc3ccc(F)cc3)CC3CCCO3)cc2c1 (centres undefined)	2.6*	2*	12%	121	0.083	-0.15	1.1	0	-4
CCOC(=O)c1[nH]nc2c1C(=O)N(Cc1ccccc1)C2=O	-0.77	1.1	7%	85	·	0.4	9.6	2	1
O=C(CN(C1CCCCC1)S(=O)(=O)c1ccccc1)NCc1cccnc1	0.11	1	2%	91	0.049	-0.15	-3.5	14	-1
Cc1ccc(S(=O)(=O)Nc2ccc(C(=O)Nc3cc(C)on3)cc2)cc1	-0.58	1.1	8%	70	2	-1.1	-2.1	4	-6
Cn1nnc2cc(C(=O)N3CCN(c4ccccc4)CC3)ccc21	-0.028	1.1	5%	100	·	-0.18	-3.5	13	-1
O=C(c1ccco1)N1CCN(C(=O)c2oc(=O)c3ccccc3c2-c2ccccc2)CC1	-0.44	1.1	3%	102	0.8	0.12	0.5	4	-4
CC(=O)Nc1ccc(NS(=O)(=O)c2ccc(Cl)c(C(=O)O)c2)cc1	0.52	0.98	10%	193	-0.24	-0.061	-0.2	7	-10
CCN(CC)CCN1C(=O)C(=O)/C(=C(/O)c2ccncc2)C1c1ccccc1F (centres undefined)	35*	1.1	8%	93	-0.14	0.047	-0.4	9	-1
CCOC(=O)C1=C(C)NC(=O)NC1c1cccc(O)c1 (centres undefined)	0.037	1.1	4%	103	0.45	-0.011	0.0	6	-3
CCn1c(CSc2nc(C)cc(C)n2)nnc1SCC(=O)N1CCCc2ccccc21	0.74	1.1	4%	114	-0.02	-0.47	2.2	10	-1
Cc1cc(NS(=O)(=O)c2ccc(NC(=O)Nc3cccc(Cl)c3)cc2)no1	0.42	1.1	4%	121	0.029	-0.021	-2.5	4	-3
CCOCCSC1=C(C#N)C(c2cccs2)C(C(C)=O)=C(C)N1 (centres undefined)	0.11	1.2	2%	91	0.42	-0.075	0.1	5	-7
O=C1C2ON(c3ccccc3)C(c3cccnc3)C2C(=O)N1c1ccccc1 (centres undefined)	-0.052	1	2%	91	0.58	-1	2.1	-2	0
C=CCn1c(COc2ccc(F)cc2)nnc1SCC(=O)NC(=O)NCc1ccco1	-0.0065	1.1	4%	69	·	0.43	-0.5	10	-3
CCCc1cc(=O)oc2cc(C)c3c(C)coc3c12	-0.4	2.1*	5%[fluoresces]	163	-0.01	-0.9	3.7	0	3
CCOc1cc(NC(=O)c2ccco2)c(OCC)cc1NC(=O)Cc1cccc(OC)c1	0.39	1.1	2%	71	·	-0.36	1.6	-13	-2
Cc1cc(Nc2ccccc2)nn1C(=O)c1ccccc1	-0.046	1.1	5%	70	0.58	-0.75	-2.2	1	3
CCOC(=O)N1CCC2(CC1)C(C#N)=C(N)Oc1n[nH]c(CSc3ccc(C)cc3)c12	-0.14	1.1	6%	109	-4.6*	-1.4	0.1	0	-2
COC(=O)c1sccc1NC(=O)c1ccncc1	-0.88	1.1	3%	103	11*	0.41	0.5	7	1
Cc1c(C(=O)OCc2ccccc2)nnn1-c1nonc1N	0.96	1.1	6%	93	0.21	0.63	-2.7	4	-1
COc1ccc(-c2nnc(SC(C)C(=O)Nc3nccs3)n2-c2ccccc2)cc1OC (centres undefined)	0.74	1	4%	103	0.021	-0.93	-0.8	-13	-3
CCCC(=O)c1ccc(N2CCOCC2)c(F)c1	0.041	1.1	5%	61	0.76	-0.13	-1.1	2	-5
Cc1ccc(S(=O)(=O)N2CCN(C(=O)c3c(C)nn(-c4ccccc4)c3Cl)CC2)cc1	-0.8	1.1	7%	98	-0.6	0.097	-0.6	3	-3
Cc1cc(C)c(NC(=O)c2ccc(S(=O)(=O)N(C)C)cc2)c(C)n1	-0.065	1.1	4%	106	-0.12	0.005	0.2	3	-6
CCCn1c(=O)c2ccccc2n2c(SCC(=O)c3cc(C)n(CC4CCCO4)c3C)nnc12 (centres undefined)	0.089	1	11%	81	-0.74	1.8	-0.3	3	-6
Cc1c(C(=O)N2CCN(c3ccccn3)CC2)sc2ncnc(N3CCN(c4ccccc4)CC3)c12	·	1.1	3%	86	·	·	-2.0	3	-3
CC(C(=O)O)N1C(=O)CSc2ncccc21 (centres undefined)	-0.064	1.1	5%	121	·	0.34	-4.7	1	3
COCCn1c(SCC(=O)Nc2ncc(C)s2)nc2sc3c(c2c1=O)CCC3	1.1	1.3	9%	100	0.54	0.094	8.9	5	0
COc1ccc(C(=N/O)/C(=N/O)c2ccc(OC)cc2)cc1	0.18	1	3%	89	-1.2	0.45	-1.5	3	-3
O=C(Nc1ccc(-c2nnco2)cc1)c1ccccc1	0.059	1.2	5%	140	-0.18	-0.52	-3.8	8	-6
COc1cccc(OCCSc2nnc3sc4ccccc4n23)c1	0.038	1.1	3%	95	0.26	0.022	1.4	5	-1
O=S(=O)(/C=C/c1ccccc1)NCCc1ccccn1	-0.47	1	9%	110	0.16	-0.044	0.0	9	-5
Cc1cccc(CC2CC(=O)N(c3ncccn3)C2=O)c1 (centres undefined)	-1.2	1	2%	101	-0.027	0.59	-0.3	18	-5
O=C(CC1Oc2ccccc2NC1=O)NCCCN1CCN(C2CCCCC2)CC1 (centres undefined)	2.6	1.1	3%	116	0.72	0.27	-0.2	-8	0
O=C(CCSc1ccccc1)Nc1ccc(S(=O)(=O)N2CCOCC2)cc1	-0.66	1	4%	80	-0.53	-1.4	-1.1	12	-1
More records follow:
SMILES	M1 agonist	Autofluor 339	NADH coupling	Her2 expr inh	D1 allo mod	M1 antagonist	5HT1a ag	E coli RNAP	Hsp90 block
COCCn1c(SCC(=O)Nc2cccc(C(=O)OC)c2)nc2ccccc2c1=O	-0.14	1	6%	109	1.5	0.82	-0.5	2	4
COC(=O)/C=c1/s/c(=C(\C#N)C(=O)NCc2ccco2)n(-c2ccccc2)c1=O	0.78	1.1	1%	127	·	-2.2*	-3.3	·	-5
O=C(CP(=O)(c1ccccc1)c1ccccc1)Nn1cnnc1	-1.6	1	3%	124	-0.77	0.88	·	9	·
O=C(c1cccc(F)c1)N1CCN(S(=O)(=O)c2ccc(C(F)(F)F)cc2)CC1	0.35	1.1	5%	86	-0.06	0.36	-0.1	-3	-1
O=C(COC(=O)c1n[nH]c2ccccc12)NC(=O)NCc1ccco1	-1.5	1	4%	81	-0.21	-0.55	-2.1	10	-3
COc1ccccc1-c1nc(C#N)c(N2CCN(c3ccccc3)CC2)o1	-0.77	1.7	4%	91	2.3	0.33	-1.7	3	-4
NC(=O)CCCCC(=O)OCCCc1cccs1	·	1.1	5%	77	-0.76	·	-3.5	-5	-4
Cc1cc(Cl)ccc1OCCCC(=O)N1CCN(C(=O)c2ccco2)CC1	0.19	1.1	5%	76	0.58	-0.0078	-1.8	12	-2
COC(=O)c1ccc2c(=O)[nH]c(CN3c4ccccc4CC3C)nc2c1 (centres undefined)	0.49	1.1	7%	62	2.5	-0.19	-0.9	5	-5
Cc1cc(C)c(S(=O)(=O)N(CC(=O)N2CCOCC2)C2CCCCC2)c(C)c1	0.51	1.1	10%	165	0.95	0.37	0.3	6	1
Oc1ccc(Cl)cc1CNc1ccc(Br)cn1	-0.55	1.1	6%	102	0.24	-0.8	-0.5	4	2

Screening results from PubChem.
